Bioassay records as filed in PubChem BioAssay.
NPY-Y1 antag = NPY-Y1 (human) receptor antagonism. P25929. HEK293-CNG Y1 cells, membrane potential fluorescence; NPY at EC95, then isoproterenol. inhibition, % at 3.6 µM. hit rate 1% among 200,000;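 active = inhibition above the campaign mean inhibition of all tested compounds plus 3 SD, cut at about 20% in these data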;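 note: 0% = DMSO wells given NPY plus isoproterenol and 100% = isoproterenol alone without NPY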
Target sequence (P25929 whole entry, looked up): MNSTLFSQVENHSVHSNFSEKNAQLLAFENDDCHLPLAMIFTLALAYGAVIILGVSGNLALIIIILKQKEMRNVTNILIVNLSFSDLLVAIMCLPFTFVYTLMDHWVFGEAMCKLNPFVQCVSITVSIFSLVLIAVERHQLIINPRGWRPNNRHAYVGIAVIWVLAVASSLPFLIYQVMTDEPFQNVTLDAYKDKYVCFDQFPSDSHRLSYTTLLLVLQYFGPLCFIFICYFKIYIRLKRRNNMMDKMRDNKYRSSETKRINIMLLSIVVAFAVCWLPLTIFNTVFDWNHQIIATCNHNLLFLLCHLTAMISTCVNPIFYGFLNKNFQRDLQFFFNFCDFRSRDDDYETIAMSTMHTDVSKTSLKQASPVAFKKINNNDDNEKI
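Test system: HEK293 cells co-expressing NPY Y1 receptor and cyclic-nucleotide gated channel; Also added: NPY (25 nM), isoproterenol (1 µM), Ro 20-1724 (25 µM); Compound dosing: one concentration, 3.6 µM, in 0.4% DMSO; Timing: dye 3 h, compound 60 min room temperature, stimulation 45 min; Technique: Membrane-potential fluorescent dye readout.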
RBBP9 inh = human RBBP9 hydrolase inhibition; hit rate 0.2% among 220,000; O75884; inhibition, % at 7.94 µM; recombinant RBBP9, FP-Rh probe fluorescence polarization;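 active = inhibition above the campaign mean of all tested compounds plus 3 SD, cut at about 14% in these data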;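 note: plate controls were DMSO wells with RBBP9 for no effect and wells lacking RBBP9 protein for full effect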
Target sequence (O75884 whole entry, looked up): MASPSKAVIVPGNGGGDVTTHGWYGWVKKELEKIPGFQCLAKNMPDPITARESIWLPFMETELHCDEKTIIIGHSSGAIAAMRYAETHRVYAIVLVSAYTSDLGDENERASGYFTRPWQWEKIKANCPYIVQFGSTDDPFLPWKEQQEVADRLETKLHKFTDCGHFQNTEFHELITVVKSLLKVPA
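Controls: DMSO-treated enzyme wells and wells lacking RBBP9 | Material: RBBP9 protein | Technique: Fluorescence polarization | Replication: Single well per compound, no replicates | Buffer or medium: Tris-NaCl-Pluronic buffer, pH 8.0 | Timing: 30 min compound preincubation, 45 min probe labeling, 25 °C | Read-out basis: Percent inhibition from mP, scaled between DMSO and no-protein wells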
Ba/F3 V617F tox = reduce viability of Ba/F3 cells dependent on JAK2V617F | Ba/F3 EpoR-JAK2V617F viability, ATP luminescence | inhibition, % at 5.6 µM | hit rate 1.1% among 220,000 | AID 1446;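 active = inhibition above the campaign mean plus 3 SD over all tested compounds, cut at about 24% in these data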;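 note: cytokine-independent growth of Ba/F3 cells driven by EpoR plus mutant JAK2; 0% = DMSO-treated cells and 100% = JAK inhibitor I control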
BaF3 parental = counter-screen for JAK2V617F inhibitors: parental Ba/F3 viability inhibitors. hit rate 1.1% among 220,000. CellTiter-Glo ATP luminescence. AID 1486. inhibition, % at 5.6 µM;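 active = inhibition above a per-campaign cutoff, the mean inhibition of all tested compounds plus 3 SD, cut at about 27% in these data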;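 note: 0% = DMSO wells and 100% = JAK Inhibitor I control wells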
Runt-CBFb FRET = inhibitors of human RUNX1 Runt domain binding to CBFb. Q01196+Q13951. Cerulean-Runt/Venus-CBFb FRET ratio 530/480, 1 h. inhibition, % at 20 µM. hit rate 0.46% among 220,000. AID 1496;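 active = inhibition over about 50% at 20 µM in the single-dose screen, limit read from the data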;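 note: 0% = DMSO wells and 100% = excess unlabeled CBFb competitor control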
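Assay system: Cerulean-Runt domain fusion protein, energy donor; Signal: fluorescence energy transfer, 422 nm excitation, 530/480 nm emission; Timing: 1 h compound exposure, room temperature; Control set: unlabeled CBFb; Medium: Tris buffer pH 7.5 with salts and BSA; Compound: single test concentration of 20 µM, 1% DMSO final; Probe or stimulus: Venus-CBFb 100 nM.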
NPY2 pot ag = human NPY-Y2 potentiation or agonism, primary screen. P49146. cells expressing NPY-Y2, potentiator/agonist read-out. activation, % at 3.6 µM. hit rate 0.45% among 220,000. AID 1359; in the data active = activation above about 27%;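 note: cells stimulated with NPY near EC25 plus isoproterenol at EC100; 0% = vehicle plus submaximal agonist and 100% = vehicle plus saturating agonist; some results beyond the cut were filed as inactive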
Target sequence (P49146 whole entry, looked up): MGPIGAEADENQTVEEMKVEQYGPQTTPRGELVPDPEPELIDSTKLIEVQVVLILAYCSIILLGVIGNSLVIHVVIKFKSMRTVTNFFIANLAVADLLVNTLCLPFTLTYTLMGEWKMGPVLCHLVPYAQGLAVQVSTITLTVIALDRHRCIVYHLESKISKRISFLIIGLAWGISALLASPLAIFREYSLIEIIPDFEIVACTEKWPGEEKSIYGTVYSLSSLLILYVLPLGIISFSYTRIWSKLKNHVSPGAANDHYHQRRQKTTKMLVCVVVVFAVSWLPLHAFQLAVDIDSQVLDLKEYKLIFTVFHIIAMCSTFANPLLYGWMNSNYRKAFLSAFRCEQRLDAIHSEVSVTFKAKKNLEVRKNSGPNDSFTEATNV
S1P4 agonist = agonists of human S1P4 receptor; O95977; AID 1509; hit rate 0.35% among 220,000; activation, % at 4.98 µM; S1P4-expressing cell line, agonist reporter assay; in the data active = activation above about 11%;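 note: 0% = DMSO vehicle and 100% = reference agonist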
S1P4 antagonist = human S1P4 receptor antagonism; O95977; S1P4-expressing cells, antagonist mode, reporter read-out; inhibition, % at 4.98 µM; hit rate 0.26% among 220,000; in the data active = inhibition above about 29%;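 note: 0% = wells stimulated with agonist and 100% = vehicle wells without agonist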
NPY1 pot ag = human NPY-Y1 potentiation or agonism, primary screen; hit rate 0.37% among 220,000; activation, % at 3.6 µM; AID 1304; NPY-Y1 expressing cells, potentiator/agonist activation; in the data active = activation above about 33%, passing the limit was not always enough;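 note: cells stimulated with NPY at EC10 then isoproterenol at EC100; 0% = low agonist plus stimulus and 100% = saturating agonist plus stimulus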
* marks the source's active call; other numbers are inactive results; / = no result given.

SMILES	NPY-Y1 antag	RBBP9 inh	Ba/F3 V617F tox	BaF3 parental	Runt-CBFb FRET	NPY2 pot ag	S1P4 agonist	S1P4 antagonist	NPY1 pot ag
O=C(NCc1ccco1)c1cc(-c2ccccn2)nc2ccccc12	11.1	-1.2	-3.0	0.0	1.1	7.2	0.0	8.0	8.0
CS(=O)(=O)Oc1ccccc1/C=C1/N=C(c2ccc(F)cc2)OC1=O	-2.0	-5.8	-0.5	7.1	1.9	0.6	0.8	-11.0	12.7
CN1C(=O)C(Cl)(Cl)C(=O)c2ccccc21	5.4	-1.1	-1.6	2.6	54.0*	5.2	0.8	-3.8	-1.5
COC(=O)c1cccc(NC(=O)COC(=O)CSc2nc(C)cc(C)n2)c1	10.0	-2.0	1.2	0.1	2.4	-18.2	1.4	2.6	5.4
Cc1ccccc1Nc1nnc(SCC(=O)NC2CCCc3ccccc32)s1 (configuration not stated)	6.5	-1.8	-2.2	0.7	2.9	-4.8	0.0	-11.2	-5.0
COC(=O)c1[nH]c(C)c(/C(O)=C2\C(=O)C(=O)N(CCN(C)C)C2c2cccs2)c1C (configuration not stated)	4.8	-13.2	-1.4	3.0	-2.1	12.3	1.1	-13.0	-6.5
CCN(CCO)c1nc(SC)nc2c1sc1nc(-c3ccco3)c3c(c12)CCC3	3.8	-4.3	4.6	9.1	-13.3	-3.3	-0.5	-5.6	-3.8
Cc1cccc(C(=O)OCC(=O)Nc2ccc(N3CCCCC3)cc2)c1O	-0.5	0.1	1.8	2.9	4.3	-0.7	-0.4	-1.5	-7.9
CCOCCCN1C(=O)CN(C2CCCCC2)C(=O)C1c1ccc(OCC)c(OC)c1 (configuration not stated)	-4.0	-4.4	6.2	7.1	0.2	-10.5	-0.5	2.6	-3.7
CC(C)(C)SCCNS(=O)(=O)c1ccccc1	-6.8	-6.4	99.4*	-2.4	-1.4	1.9	0.1	0.6	9.4
COc1ccc(C(=O)N2CCN(c3ccc([N+](=O)[O-])c(-n4nc(C)cc4C)c3)CC2)cc1	6.2	-9.6	4.1	5.9	-0.5	-2.4	1.6	-12.1	-4.9
CCC(C)(C(=O)NC1CCCCC1)N(C(=O)c1ccccn1)c1ccccc1 (configuration not stated)	10.0	-4.4	7.5	6.0	4.8	-12.9	1.8	-1.5	0.2

The last two compounds of the section before come first, to join the parts.
SMILES	NPY-Y1 antag	RBBP9 inh	Ba/F3 V617F tox	BaF3 parental	Runt-CBFb FRET	NPY2 pot ag	S1P4 agonist	S1P4 antagonist	NPY1 pot ag
COc1ccc(C(=O)N2CCN(c3ccc([N+](=O)[O-])c(-n4nc(C)cc4C)c3)CC2)cc1	6.2	-9.6	4.1	5.9	-0.5	-2.4	1.6	-12.1	-4.9
CCC(C)(C(=O)NC1CCCCC1)N(C(=O)c1ccccn1)c1ccccc1 (configuration not stated)	10.0	-4.4	7.5	6.0	4.8	-12.9	1.8	-1.5	0.2
O=C(NCCCn1ccnc1)C(=O)c1c[nH]c2ccccc12	3.5	0.8	-2.4	8.6	1.8	2.6	0.3	-10.6	11.2
CCOC(=O)N1CCN(C(=O)CSCC(=O)Nc2nc(-c3ccc(OC)cc3)cs2)CC1	5.5	9.9	-2.4	3.1	-0.1	-1.4	0.7	-3.7	-8.9
Cc1cccc(C)c1N(CC(=O)N1CCN(C)CC1)S(C)(=O)=O	-3.6	0.1	-3.9	-1.6	-0.4	-5.4	-5.4	-12.0	-11.1
O=C(NCCc1ccccn1)c1ccc(OC(F)F)cc1	-2.7	-5.5	-0.7	5.4	-2.6	1.4	1.0	-9.4	-1.6
Cc1ccc(-n2cccc2C(=O)NS(=O)(=O)c2ccc(C)cc2)cc1	/	-4.8	0.8	-2.8	0.3	-9.2	0.9	11.2	0.5
Cc1ccc2nc(-c3ccc(-c4ccccn4)s3)cn2c1	/	-6.5	-3.1	-0.1	0.4	-26.1	-1.2	-8.8	-20.7
Nn1c(Nc2ccccc2)nc2ccccc2c1=O	-0.8	-8.0	-1.8	2.9	-0.1	-32.4	1.3	-1.3	2.4
COc1ccc(S(=O)(=O)N2CCCCC2)cc1NC(=O)C1CCCO1 (configuration not stated)	4.8	-4.9	1.6	0.7	0.2	-3.6	0.4	-20.5	-4.8
O=C(O)CC(NC(=O)c1ccncc1)c1ccccc1 (configuration not stated)	2.0	-9.1	-1.0	4.9	2.6	1.1	1.0	5.4	10.1
CC(=O)c1cc(C(=O)N2CCCC(CCC(=O)N(C)CCc3ccccn3)C2)cs1 (configuration not stated)	-2.8	1.0	1.6	9.0	1.1	-10.4	0.6	-0.1	13.8
CN(C)S(=O)(=O)c1cccc(-c2nn(-c3ccccc3)cc2/C=C2\SC(=S)N(CC(=O)O)C2=O)c1	/	1.1	1.0	-2.3	1.5	12.3	-0.4	-4.5	46.2
CCN(CC)c1cc(NCCO)c([N+](=O)[O-])c2nonc12	-1.2	-2.0	-0.4	3.8	-4.4	-6.0	-0.2	-4.1	10.4

Single records, from the list above. Order of screens: NPY-Y1 antag | RBBP9 inh | Ba/F3 V617F tox | BaF3 parental | Runt-CBFb FRET | NPY2 pot ag | S1P4 agonist | S1P4 antagonist | NPY1 pot ag
Cc1ccc2nc(-c3ccc(-c4ccccn4)s3)cn2c1 across the screens: / | -6.5 | -3.1 | -0.1 | 0.4 | -26.1 | -1.2 | -8.8 | -20.7
CC(=O)c1cc(C(=O)N2CCCC(CCC(=O)N(C)CCc3ccccn3)C2)cs1 (configuration not stated) across the screens: -2.8 | 1.0 | 1.6 | 9.0 | 1.1 | -10.4 | 0.6 | -0.1 | 13.8
Nn1c(Nc2ccccc2)nc2ccccc2c1=O across the screens: -0.8 | -8.0 | -1.8 | 2.9 | -0.1 | -32.4 | 1.3 | -1.3 | 2.4
COc1ccc(S(=O)(=O)N2CCCCC2)cc1NC(=O)C1CCCO1 (configuration not stated) across the screens: 4.8 | -4.9 | 1.6 | 0.7 | 0.2 | -3.6 | 0.4 | -20.5 | -4.8
O=C(O)CC(NC(=O)c1ccncc1)c1ccccc1 (configuration not stated) across the screens: 2.0 | -9.1 | -1.0 | 4.9 | 2.6 | 1.1 | 1.0 | 5.4 | 10.1

The results go on:
SMILES	NPY-Y1 antag	RBBP9 inh	Ba/F3 V617F tox	BaF3 parental	Runt-CBFb FRET	NPY2 pot ag	S1P4 agonist	S1P4 antagonist	NPY1 pot ag
CCCCn1nnnc1SCC(=O)c1ccc(C)c(C)c1	14.9	-4.2	2.9	4.0	-2.4	-21.0	-1.6	2.0	-22.8
Cc1occc1C(=O)NNC(=O)c1ccc(Br)o1	1.2	0.2	-1.8	1.2	1.2	-11.3	-0.4	-0.9	-1.3
COc1cccc(-c2n[nH]c(=S)n2Cc2ccco2)c1OC	-3.5	-6.5	-1.0	1.6	-1.7	-1.7	-3.6	-25.1	-11.8
CSc1nncn1/N=C/c1cc(Cl)ccc1F	3.2	-2.5	-2.8	0.7	1.0	4.2	1.8	7.5	2.2
Cc1ccc(NC(=O)Nc2ccc(S(N)(=O)=O)cc2)cc1	-2.8	-5.3	1.8	5.9	-1.7	12.3	-0.5	-1.4	-1.8
CSc1nc2ccc(NC(=O)CSc3nnc(N)s3)cc2s1	-2.2	0.2	-2.1	3.4	2.6	1.0	0.6	-18.6	-7.6
Cc1ccc(C(=O)CN(Cc2ccccc2)C2=NCCS2)cc1	0.2	3.8	-2.9	6.0	-0.4	4.9	0.3	-2.7	-7.5
CSc1nnnn1-c1ccc(C)c(Cl)c1	-1.2	-4.5	-3.0	-0.2	-4.1	8.3	0.8	-11.2	2.5
Cn1ccs/c1=N\S(=O)(=O)c1ccc(C(C)(C)C)cc1	-11.0	1.6	-1.9	3.6	-1.0	8.9	-0.7	7.4	14.3
Cn1c(SCC(=O)C(C)(C)C)nnc1-c1ccncc1	4.8	0.5	-1.1	2.0	0.6	-5.6	-3.2	-3.2	1.9
COc1ccccc1NC(=O)/C(=N/OCc1ccc(F)cc1)C(C)=O	-0.3	-5.2	-2.4	0.8	-0.7	-3.9	0.6	-30.6	-5.5
COc1ccc(NC(=O)Cn2c(=O)n(Cc3ccco3)c(=O)c3ccccc32)cc1	-2.2	-10.3	0.6	2.5	1.5	-4.5	-0.5	9.3	-5.9

Copied from the entries so far, three compounds:
SMILES	NPY-Y1 antag	RBBP9 inh	Ba/F3 V617F tox	BaF3 parental	Runt-CBFb FRET	NPY2 pot ag	S1P4 agonist	S1P4 antagonist	NPY1 pot ag
Cc1ccc(C(=O)CN(Cc2ccccc2)C2=NCCS2)cc1	0.2	3.8	-2.9	6.0	-0.4	4.9	0.3	-2.7	-7.5
CSc1nnnn1-c1ccc(C)c(Cl)c1	-1.2	-4.5	-3.0	-0.2	-4.1	8.3	0.8	-11.2	2.5
Cn1ccs/c1=N\S(=O)(=O)c1ccc(C(C)(C)C)cc1	-11.0	1.6	-1.9	3.6	-1.0	8.9	-0.7	7.4	14.3

Next section:
SMILES	NPY-Y1 antag	RBBP9 inh	Ba/F3 V617F tox	BaF3 parental	Runt-CBFb FRET	NPY2 pot ag	S1P4 agonist	S1P4 antagonist	NPY1 pot ag
Cc1ccc(C2N=C(N)Nc3nc4ccccc4n32)cc1 (configuration not stated)	0.6	0.0	-4.4	12.6	-1.4	-4.4	1.2	9.9	18.9
CC(=O)N1CCc2cc(S(=O)(=O)NC(C(=O)Nc3nc(C)cs3)C(C)C)ccc21 (configuration not stated)	4.2	-6.6	6.0	13.5	-0.4	3.7	1.1	-8.3	-16.6
Cc1cc(=O)oc2cc(OCCSCCN3CCCC3)ccc12	/	-9.4	-6.1	1.1	0.2	2.6	1.7	9.6	-0.4
CC(=O)NC(Cc1ccc(F)cc1)C(=O)N1CCN(C(=O)NCc2ccccc2)CC1 (configuration not stated)	8.4	-0.2	6.0	7.5	2.4	-1.6	1.4	-0.8	-8.2
O=C(NNS(=O)(=O)c1ccccc1[N+](=O)[O-])c1cccc([N+](=O)[O-])c1	8.7	-2.2	-5.0	3.1	-0.1	6.0	0.4	-8.8	8.4
Cn1c(C(=O)NCc2cccs2)cc2c(=O)n(C)c3ccccc3c21	1.5	-3.4	-2.0	1.4	-6.5	-1.9	0.4	-3.5	-4.1
Cc1cc(C)c(C#N)c(Sc2ccccc2N)n1	-5.2	1.1	1.9	8.9	26.1	-6.0	-0.5	-8.4	0.6
Cc1cc(Oc2ccc(C#N)cc2)nc(NCc2ccccc2)n1	5.2	-6.4	-3.6	-1.1	0.8	-27.0	-1.6	-1.3	2.2
COCCN(C(=O)Cn1nnc2ccccc21)C(C(=O)NC1CCCC1)c1cccc(OC)c1OC (configuration not stated)	1.0	-6.0	-1.4	-0.1	-2.0	-8.9	-0.5	-1.7	-20.9
